PLC-beta3 inh: blocks human PLC-beta3 enzyme activity; Q01970; Purified PLC-beta3, fluorogenic substrate, fluorescence; inhibition, % at 12.2 µM; hit rate 0.18% among 370,000; in the data active = inhibition above about 11%;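 also: 0% = median of compound wells on plate and 100% = full blocker control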
hgDAF12 agonist: activates the H. glycines DAF-12 receptor ligand-binding domain; HEK293 GAL4-hgDAF12 UAS-luciferase reporter, agonist luminescence; normalized to butyrate control; activation, % at 6.8 µM; hit rate 1.8% among 370,000; AID 687014;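 active = activation above a cutoff set at the mean of all screened compounds plus 3 SD, cut at about 10% in these data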;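 also: 0% = DMSO wells and 100% = sodium butyrate wells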
ssDAF-12 act: activates DAF-12 receptor from parasite S. stercoralis. HEK293 ssDAF-12/GRIP1 lit1-tk-luc reporter, luminescence; % of 3 µM dafachronic acid response. activation, % at 6.8 µM. hit rate 1% among 370,000. AID 652126;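 active = activation above the mean over all tested compounds plus 3 SD, cut at about 0.9% in these data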;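 also: 0% = DMSO-only wells and 100% = 3 µM delta7-dafachronic acid wells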
NR1D1 modulator: Rev-erb alpha (human) modulation; Rev-erbα–FITC-DNA binding, fluorescence polarization, 90 min; activity, % at 10 µM; hit rate 0.79% among 370,000; AID 1259318;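 active = activity above about 14%, limit read from the data; passing the limit was not always enough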;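 also: 0% = DMSO wells with 35 nM protein and 100% = DMSO wells with 750 nM protein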
Target sequence (P20393 whole entry, looked up): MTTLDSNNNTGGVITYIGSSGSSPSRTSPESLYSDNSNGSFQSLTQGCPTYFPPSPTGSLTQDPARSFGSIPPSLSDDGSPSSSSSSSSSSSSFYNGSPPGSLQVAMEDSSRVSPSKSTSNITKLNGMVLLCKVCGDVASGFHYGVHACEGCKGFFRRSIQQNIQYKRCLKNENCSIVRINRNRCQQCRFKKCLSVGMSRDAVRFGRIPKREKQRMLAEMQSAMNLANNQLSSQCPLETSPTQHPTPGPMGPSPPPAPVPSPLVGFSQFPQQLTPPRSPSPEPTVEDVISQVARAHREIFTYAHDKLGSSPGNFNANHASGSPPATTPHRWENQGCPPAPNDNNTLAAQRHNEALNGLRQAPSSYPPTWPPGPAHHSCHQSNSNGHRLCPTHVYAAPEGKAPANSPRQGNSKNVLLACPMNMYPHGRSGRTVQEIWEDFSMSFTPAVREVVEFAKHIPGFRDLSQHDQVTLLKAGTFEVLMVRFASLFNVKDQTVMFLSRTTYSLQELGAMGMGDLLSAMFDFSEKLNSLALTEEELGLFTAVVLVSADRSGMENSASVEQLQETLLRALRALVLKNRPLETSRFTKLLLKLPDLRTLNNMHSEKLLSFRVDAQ
PG9 Ab binder: small molecules binding HIV-1 gp120 antibody PG9; AID 624416; hit rate 0.43% among 360,000; inhibition, % at 6.7 µM; TR-FRET gp120-PG9 antibody binding; in the data active = inhibition above about 8.5%
GAA850 FXN act: activators of GAA850 frataxin (FXN) promoter | AID 540364 | hit rate 0.56% among 360,000 | activation, % at 6 µM | HEK293 lucGAA850 FXN promoter luciferase reporter, 24 h; percent of 10 µM SAHA response;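 active = activation above the average of all compounds screened plus 3 SD, cutoff fixed separately per campaign, cut at about 7.5% in these data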;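 also: 0% = DMSO wells and 100% = 10 µM SAHA wells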
hcDAF-12 act: H. contortus DAF-12 activation, primary screen | HEK293 hcDAF-12 lit1-tk-luc reporter, luminescence; 0% DMSO, 100% Δ7-dafachronic acid | activation, % at 6.8 µM | hit rate 1.4% among 370,000;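 active = activation above the mean of all tested compounds plus 3 SD, cut at about 5.5% in these data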;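 also: 100% = response to 3 µM Δ7-dafachronic acid high control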
DAX1 inh-1: inhibits human nuclear receptor DAX1; P51843; HEK293 Gal4-DAX1 luciferase reporter, luminescence; inhibition, % at 6.75 µM; hit rate 0.99% among 340,000; AID 504766;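 active = inhibition above the mean over all tested compounds plus 3 SD, cut at about 4.2% in these data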;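 also: 0% = DAX1-transfected cells with DMSO and 100% = empty-vector control cells with DMSO; inhibition shows as a rise in luminescence from relieved DAX1 repression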
DAX1 inh-2: blocks DAX1 repression of SF-1 activated StAR promoter; HEK293T StAR-luciferase reporter, SF-1/DAX-1 repression relief; inhibition, % at 6.8 µM; hit rate 1.1% among 370,000; AID 652010;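 active = inhibition above the mean over all tested compounds plus 3 SD, cut at about 3.6% in these data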;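 also: 0% = DAX-1 cells with DMSO and 100% = cells lacking DAX-1 with DMSO; higher inhibition means more luminescence from relief of DAX-1 repression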
HGIII-sPLA2 inh: Blocks human group III sPLA2 activity. Q9NZ20. QFRET BODIPY PC-A2 liposome hydrolysis, fluorescence. inhibition, % at 12.2 µM. hit rate 0.56% among 370,000. AID 743126;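 active = inhibition above mean plus 3 SD of compounds lying within the high and low control bounds, cut at about 19% in these data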;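 also: 0% = median of test compound wells and 100% = no enzyme DMSO wells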
Target sequence (Q9NZ20 whole entry, looked up): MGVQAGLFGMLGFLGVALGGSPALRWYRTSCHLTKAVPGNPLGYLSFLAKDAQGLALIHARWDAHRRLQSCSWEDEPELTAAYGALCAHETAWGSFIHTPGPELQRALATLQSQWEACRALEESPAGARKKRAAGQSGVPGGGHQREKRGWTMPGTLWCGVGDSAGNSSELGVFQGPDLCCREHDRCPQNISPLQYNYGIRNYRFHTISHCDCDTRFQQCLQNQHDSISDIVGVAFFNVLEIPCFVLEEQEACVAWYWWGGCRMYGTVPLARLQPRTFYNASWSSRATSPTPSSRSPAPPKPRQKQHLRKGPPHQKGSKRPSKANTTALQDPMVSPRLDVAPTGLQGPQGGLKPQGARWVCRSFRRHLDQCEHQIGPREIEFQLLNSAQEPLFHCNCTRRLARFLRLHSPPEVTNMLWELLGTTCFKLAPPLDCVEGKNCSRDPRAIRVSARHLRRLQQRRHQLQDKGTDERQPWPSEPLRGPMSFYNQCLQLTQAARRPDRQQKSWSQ
SMARCA2 activ: SMARCA2 function activation, primary screen | hit rate 1% among 370,000 | MG213 cells, MMTV-luciferase reporter, dexamethasone, overnight | activation, % at 9.1 µM; in the data active = activation above about 7.8%;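 also: 0% = vehicle wells and 100% = reference activator wells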
* = called active by the depositor; · = no result given.

Structure,SMARCA2 activ,DAX1 inh-1,ssDAF-12 act,hgDAF12 agonist,NR1D1 modulator,HGIII-sPLA2 inh,hcDAF-12 act,GAA850 FXN act,PG9 Ab binder,DAX1 inh-2,PLC-beta3 inh
O=C(N/N=C/c1cccnc1)c1ccc(NC(=O)c2ccccc2Cl)cc1,-1,-1.4,-0.9,1.6,1,6,-4.3,-0.4,0.4,-1.1,-7
Cc1cccc(S(=O)(=O)NC(=O)C2(C)CCN2C(=O)Cc2ccc(Cl)cc2Cl)c1 (stereo unspecified),0,·,-0.6,0.7,1,-8,0.3,-0.1,-0.4,-0.5,2
Cc1ccc(S(=O)(=O)N(C)c2ccc(OCC(=O)Nc3ccc(S(C)(=O)=O)cc3)cc2)cc1,-2,-0.3,-1.3,-1.6,-9,-19,-1.0,1.5,0.3,1.2,-5
CCN1C(c2ccccc2)C(C)C(=O)C(C)C1c1ccccc1 (stereo unspecified),0,3.0,-1.3,-1.5,11,3,-0.4,-1.1,0.4,-0.1,2
CC(C)N(CC#CCC1(O)c2ccccc2-c2ccccc21)CCO,0,0.0,-1.9,0.7,2,1,0.5,2.4,0.2,-0.1,2
COC(=O)c1ccc2c(=O)[nH]c(CN3c4ccccc4CC3C)nc2c1 (stereo unspecified),-3,0.3,-0.4,-3.5,2,-3,0.5,-0.4,1.0,-1.0,-10
COC(=O)c1cc(-c2ccccc2)n(CC(=O)O)c1C,3,0.0,-1.0,0.2,-2,3,-0.3,0.7,1.3,-0.2,-1
CCN(CC(=O)Nc1ccc(NC(C)=O)cc1)C(=O)CCN1C(=O)c2cccc([N+](=O)[O-])c2C1=O,-3,-0.1,-0.7,3.6,-5,2,0.7,0.6,1.9,0.5,-5
Cc1noc(C)c1-c1nc(CSc2ccccc2)no1,1,2.2,-1.1,0.3,16,-3,1.1,-0.3,0.6,0.3,-9
Cc1ccc(NC(=O)COC(=O)C2CSC3(C)CCC(=O)N23)cc1S(=O)(=O)N1CCOCC1 (stereo unspecified),-2,-1.2,-2.2,-1.2,4,-3,0.1,0.0,0.0,0.8,-4
O=C(NCc1ccccc1)c1cc(C2COCCN2C(=O)C/C=C/c2ccccc2)on1 (stereo unspecified),-2,·,-1.7,0.1,6,-2,-0.4,-0.3,2.9,-2.8,6
CCC(=O)N(C)C[C@H]1Oc2cc(-c3ccccc3F)ccc2S(=O)(=O)N([C@H](C)CO)C[C@H]1C,-2,0.0,-0.9,-0.2,-6,0,-1.8,-2.1,-1.7,0.9,3
Cc1ccc(NC(=O)CSc2nnc(-c3ccncc3)o2)cc1C,-1,·,-0.3,4.3,2,3,-1.1,0.1,-2.2,0.0,-1
CCOC(=O)Cc1csc(SCC(=O)N2CCN(c3ccc(OC)cc3)CC2)n1,-2,-0.9,-0.6,1.7,2,2,-2.2,0.4,-1.8,-0.2,0
COc1ccc(Cl)cc1C(Nc1cccnc1)c1ccc2cccnc2c1O (stereo unspecified),0,-1.3,-1.4,-13,-2,31*,-3.0,-2.9,-0.3,-2.3,-12

(list continues)
Structure,SMARCA2 activ,DAX1 inh-1,ssDAF-12 act,hgDAF12 agonist,NR1D1 modulator,HGIII-sPLA2 inh,hcDAF-12 act,GAA850 FXN act,PG9 Ab binder,DAX1 inh-2,PLC-beta3 inh
C/C(=N\NC(=O)Cn1nc(C)c([N+](=O)[O-])c1C)c1ccco1,-3,3.2,-1.1,-1.5,2,-5,1.3,0.1,-1.1,-0.3,1
Cc1onc(-c2c(F)cccc2Cl)c1C(=O)NC1CC1,0,0.1,-0.7,-0.4,-3,-5,1.4,1.0,-0.5,0.5,-6
CC(=O)O[C@@H]1C[C@H]2C(C)=C[C@H]3OC(=O)[C@@H](C)[C@H]3C[C@H]2[C@]1(C)O,0,3.0,-0.7,0.7,-1,8,-1.0,1.8,1.6,0.6,1
COc1ccc(OC)c(Nc2nc(N)nc(CCl)n2)c1,-9,-1.5,-2.1,-2.4,1,4,-1.4,-6.2,-2.2,-0.3,-3
CN(C)/C=C/C(=O)c1ccn(S(=O)(=O)c2ccccc2)c1,-1,1.0,-1.6,-0.2,0,-12,-0.9,0.4,0.9,-0.5,-14
CCOC(=O)/C(C#N)=C/c1c(N2CCN(C)CC2)nc2ccccn2c1=O,-1,-0.1,-0.8,-0.1,4,-4,0.4,1.3,-1.5,0.2,-27
Cn1cnnc1SC(C(=O)c1ccccc1)c1ccccc1 (stereo unspecified),5,-0.2,-1.3,0.5,0,-1,-1.2,-1.1,-0.4,0.0,0
S=C1Nc2ccccc2Sc2ccc(Cl)cc21,-1,2.0,-1.4,-2.5,-5,1,-1.4,0.8,-0.1,0.1,2
C[C@@H]1CN([C@H](C)CO)C(=O)c2cc(NS(=O)(=O)c3cn(C)cn3)ccc2O[C@@H]1CN(C)S(C)(=O)=O,2,1.2,-0.8,1.3,0,2,0.5,-1.5,-0.6,0.2,-1
COc1ccc(C(=O)NC(=S)NNC(=O)CNC(=O)C2CCCCC2)cc1,0,1.0,-1.2,0.3,6,-5,-1.2,0.8,0.5,1.0,-7
CN(C)c1ccc(NC(=O)COC(=O)c2cc(Cl)ccc2[N+](=O)[O-])cc1,-1,-0.1,-0.6,0.5,-2,15,2.6,0.0,-4.4,0.1,-29
Oc1c(C=NCc2ccc(F)cc2)[nH]c2ccc(Br)c(Cl)c12,-1,·,-0.9,0.0,-4,0,0.5,·,-1.6,-1.0,-7
CCOC(=O)c1c(NC(=O)C2C3CCC(O3)C2C(=O)O)sc(C)c1-c1ccc(F)cc1 (stereo unspecified),-1,0.7,-1.2,-0.7,0,-3,-0.2,-1.1,5.8,-0.1,-3
NC(=O)CN1CCN(C(=O)NC2CCCCC2)CC1,-1,1.0,-1.3,0.4,4,0,0.6,0.0,0.6,0.5,-2
CC1CCN(C(=O)c2[nH]cnc2C(=O)NC2CCN(C(=O)OC(C)(C)C)CC2)CC1,-1,-1.2,-1.6,0.0,-1,1,-0.4,-1.1,-0.6,-0.8,-2

More results follow:
Structure,SMARCA2 activ,DAX1 inh-1,ssDAF-12 act,hgDAF12 agonist,NR1D1 modulator,HGIII-sPLA2 inh,hcDAF-12 act,GAA850 FXN act,PG9 Ab binder,DAX1 inh-2,PLC-beta3 inh
COC(=O)CN1C(=O)c2cccc3cccc1c23,-1,-0.2,-1.3,0.4,3,6,0.1,1.4,-2.2,0.2,-397
Cc1n(CC(O)COCc2ccccc2)c2ccccc2[n+]1C (stereo unspecified),-2,-0.7,-0.9,0.7,0,3,-1.7,0.2,2.5,0.9,-3
O=C(C1CCCC1)N1CCN(S(=O)(=O)c2ccc(Cl)cc2)CC1,-1,-0.6,-1.1,-1.1,-2,-5,-1.6,-2.0,-2.6,-0.1,-6
Cc1ccc(NC(=S)NC(=O)c2ccc(-c3ccc(Cl)cc3)o2)c(O)c1,-3,0.6,2.5*,2.2,-8,1,3.1,3.1,-2.1,0.2,-5
C#CCNC(=O)C[C@@H]1C[C@@]2(C(=O)OCC)CCCC=C2N(Cc2ccco2)C1=O,-2,·,-0.5,0.8,4,10,1.1,·,-2.8,-0.9,1
CCOC(=O)N1CCN(C(=O)CSc2ccc(Cl)cc2)CC1,4,-0.2,-0.9,-0.6,9,0,-0.2,2.9,-1.0,-0.2,-1
COC(=O)[C@]1(C)N[C@H](c2ccc(-c3ccc(F)cc3)cc2)[C@@H]2C(=O)N(C)C(=O)[C@@H]21,-1,-0.3,-1.2,1.6,2,1,-0.5,-0.3,-1.6,-0.5,0
N#Cc1cc(C(=O)c2cc(F)ccc2O)cn(-c2nccs2)c1=O,-1,0.8,0.4,-1.3,14,-15,2.9,-2.4,-3.3,-0.2,-136
Nn1cc(-c2ccccc2)nc1SCC(=O)NCC(F)(F)F,-3,-0.8,-1.5,-1.9,2,12,-0.8,-0.7,-1.7,-0.8,-14
COc1ccc(C2C(C(C)=O)=C(O)C(=O)N2c2nc3ccccc3s2)cc1OC (stereo unspecified),-2,0.6,-1.7,-0.6,3,-3,-1.5,1.5,-0.6,0.7,-11
Cc1ccc(C(=O)Nc2ccnc(-c3cccnc3)n2)cc1,1,0.1,-1.1,3.4,-5,-4,-1.2,3.4,0.1,0.5,2
NS(=O)(=O)c1ccc(NCc2cc(Cl)ccc2OCc2ccccc2F)cc1,-5,-0.6,-1.9,-4.6,6,-32,-3.5,2.8,-0.7,-2.1,-5
COc1ccc(NC(=O)COC(=O)C2COc3ccccc3O2)cc1OC (stereo unspecified),1,1.0,-0.9,2.9,6,2,0.1,1.4,-0.5,1.2,-2
CC(C)C(NS(=O)(=O)c1c(Cl)cccc1Cl)C(=O)OCC(=O)c1c[nH]c2ccccc12 (stereo unspecified),-4,-0.9,-0.9,0.4,-1,-50,3.0,0.0,-2.0,-0.9,-2
O=C1C(=Cc2ccccc2Cl)CCc2ccccc21,0,·,0.5,23*,1,-7,10*,·,-0.2,6.5*,2

Later entries.
Structure,SMARCA2 activ,DAX1 inh-1,ssDAF-12 act,hgDAF12 agonist,NR1D1 modulator,HGIII-sPLA2 inh,hcDAF-12 act,GAA850 FXN act,PG9 Ab binder,DAX1 inh-2,PLC-beta3 inh
Cn1c(SCC(=O)NC2CCCCC2)nnc1-c1ccc(N)cc1,-1,1.9,-0.9,-1.2,2,7,-1.9,-1.0,3.1,-0.2,-1
C(=NN1CCCCCC1)c1ccc2c(c1)OCO2,1,4.3*,-0.2,6.3,0,4,2.1,4.3,-0.3,0.9,-1
CC12Cc3ccc4ccccc4c3C=C1C[N+](C)(C)C2 (stereo unspecified),-1,-0.3,-1.3,-0.4,3,6,0.2,0.5,-1.0,0.0,1
O=C(Nc1nc2ccc(Cl)cc2s1)[C@@H]1CCCN1C(=O)c1cccs1,2,1.4,0.2,9.6,3,-7,5.7*,3.5,0.8,0.6,-2
CC1CCCN(C(=O)CSc2nnc(-c3ccncc3)n2C)C1 (stereo unspecified),0,0.7,-1.1,5.1,-5,-2,-1.7,1.5,0.3,-0.2,-4
Cc1ccc([C@@H]2CC(=O)[C@@H]3CN(S(=O)(=O)c4ccc(C)cc4)[C@H](c4ccc(Cl)cc4)C[C@@H]3N2S(=O)(=O)c2ccc(Cl)cc2)cc1,-5,-0.5,-0.9,-0.5,-3,4,-1.1,-1.2,-0.1,-0.8,3
O=C(NCCCN1CCOCC1)C1(c2ccccc2)CCOCC1,-3,3.6,-2.2,-0.2,2,6,-1.4,1.0,0.1,-0.7,1
Cc1ccc(Sc2c(O)c3ccccc3n(C)c2=O)cc1,-2,-0.3,-1.0,-0.8,2,-5,-0.8,1.1,14*,-0.4,-11
CCC(Oc1ccccc1)C(=O)N1CCN(C(=O)C(CC)Oc2ccccc2)CC1 (stereo unspecified),7,-0.2,-0.9,-1.1,2,3,-0.8,-0.1,-1.8,0.1,0
CCCCn1c(CCC)nc([N+](=O)[O-])c1Sc1ccc(Cl)cn1,1,-1.9,-1.9,0.0,-6,-3,-2.6,-3.3,-0.5,-1.2,0
Nc1cccc2[nH]c(C(F)(F)F)nc12,-1,0.3,0.5,-3.5,-6,-4,-0.2,-2.0,-2.2,0.5,-35
Cc1nn(Cc2ccc(F)cc2)c(C)c1NC(=O)c1cccnc1Cl,12*,1.2,-0.9,1.8,4,2,-3.2,0.7,-0.4,-0.1,5
O=C(CSc1nc(-c2ccccc2)ns1)NCC1CCCO1 (stereo unspecified),5,2.1,-0.8,4.9,4,4,1.8,3.5,-2.1,2.9,-5
